Screens (PubChem BioAssay)
ER stress rescue = protection against thapsigargin-triggered cell killing – 384-well, CSM14.1, ATP luminescence, primary screen (AID 1222) | CSM14.1 thapsigargin-induced death rescue, ATP luminescence; higher % means a stronger effect | one-dose cellular ATP content (survival), % at 20 µM; EC50 in µM for titrated hits | 190,000 tested, under 10 active;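 active = EC50 below 50 µM in the dose-response confirmation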;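 also: death triggered by thapsigargin at about 15 µM added after 2 h compound pretreatment; cell ATP read after overnight thapsigargin exposure of roughly 18 to 22 hours; normalized against plate controls of thapsigargin alone and 5% DMSO vehicle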
RSV antiviral HEp-2 = inhibition of RSV-induced cytopathic effect – HEp-2 cells, primary 10 µM value included (AID 2391). CPE inhibition, % at 10 µM; hits with a dose series show IC50 in µM. HEp-2 cells, RSV-induced CPE inhibition; higher % means a stronger effect. actives 0.13% (n = 310,000); in the data active = a potency from the dose series; also: strong numbers were not always called active
SV40 large T antigen = SV40 large T antigen inhibitors, biochemical (AID 1903); SV40 large T antigen ATPase/helicase inhibition assay; higher % means a stronger effect; inhibition, % at 20 µM; hits with a dose series show IC50 in µM; actives 0.39% (n = 310,000); in the data active = a potency from the dose series; also: strong numbers were not always called active
West Nile antiviral = inhibition of WNV-induced cytopathic effect – cell-based, CPE readout (AID 1621). West Nile virus-infected cells, CPE inhibition; higher % means a stronger effect. CPE inhibition, % at 10 µM, or IC50 in µM where a hit was titrated. actives 0.02% (n = 290,000); in the data active = a potency from the dose series; also: strong numbers were not always called active
Insulin prom up = MIN6 insulin promoter up-regulation; MIN6 insulin promoter-GFP reporter, high-content imaging; active compounds read high; z-score at 5 µM; actives 0.3% (n = 190,000);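 active = z-score above 3 at 5 µM with at least 500 cells counted in the well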
TNAP activators = stimulation of alkaline phosphatase TNAP activity – biochemical, luminescent, no phosphate acceptor, uHTS, primary screen (AID 1001); activation fold at 20 µM; hits with a dose series show EC50 in µM; actives 0.03% (n = 200,000); purified TNAP, luminescent activation assay, no phosphate acceptor; higher activation fold means a stronger effect; in the data active = activation fold from about 3, or a potency from the dose series; inactive = the rest, 99 in 100 with activation fold below about 1.6; also: many of its hits are not listed in these tables
PMI inhibition = human PMI inhibitors, high substrate, primary screen, biochemical, fluorescence intensity, high mannose 6-phosphate (AID 1220) | recombinant PMI enzyme, coupled fluorescence intensity; higher % means a stronger effect | one-dose inhibition, % at 20 µM; IC50 in µM for titrated hits | actives 0.66% (n = 190,000)
PhoP inhibition = PhoP-dependent GFP reporter repression – Salmonella Typhimurium, primary screen (AID 1863). S. Typhimurium PhoP-regulated promoter GFP reporter, 4 h; higher % means a stronger effect. inhibition, % at 50 µM; hits with a dose series show IC50 in µM. actives 0.16% (n = 300,000);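 active = inhibition over 29.93%, a cutoff 3 SD above the screen mean, later confirmed by dose response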;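 also: 0% = low Mg2+ inducing control and 100% = high Mg2+ repressing control; strong numbers were not always called active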
human PMI inhibition = inhibitors of human PMI, primary screen, biochemical, fluorescence intensity, coupled assay (AID 1209) | purified PMI enzyme, coupled fluorescence intensity; higher % means a stronger effect | inhibition, % at 20 µM, or IC50 in µM where a hit was titrated | actives 0.42% (n = 190,000);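 also: plate controls were DMSO vehicle for no effect and wells lacking substrate for full effect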
Insulin prom up cell count = recorded beside Insulin prom up, whose call it bears; cell count; measured here: cytotoxicity, nuclei count;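 total cells summed across four imaged fields per well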
An asterisk follows results filed as active; / = no result given. Rule as the data show it, unless noted: active = inhibition above about 50%; inactive = the rest.

(1) Cc1ccc(-c2nc(CS(=O)CC(=O)NC3CCCCC3)c(C)o2)cc1 (stereo not given)
(2) Cc1cccc(C(=O)Nc2nnc(-c3cccnc3)o2)c1
(3) Cc1cccc(NC(=O)c2ccc3c(c2)C(=O)N(c2ccccn2)C3=O)c1C
(4) CCc1cc(C(=O)Cc2cnn(-c3ccccc3)c2)c(O)cc1O
(5) CS(=O)(=O)N1CCC(C(=O)NCC2CCCO2)CC1 (stereo not given)
(6) CCCCCc1nnc(NC(=O)Cc2ccc([N+](=O)[O-])cc2)s1
(7) Cc1cc(NC(=O)CSc2nnc(C3CC3)n2C)no1
(8) COc1ccc(C(=O)C2CCN(C(=O)c3ccco3)CC2)cc1
(9) N#CC1=C2SCN(Cc3ccccc3)CN2C(=O)CC1c1cccs1 (stereo not given)
(10) CC(=O)c1ccc(NC(=O)C2(c3ccccc3)CCOCC2)cc1
Compound	1	2	3	4	5	6	7	8	9	10
ER stress rescue	/	0.4%	/	-0.5%	-1.3%	0.1%	-2.1%	0.2%	-1.4%	-0.9%
RSV antiviral HEp-2	2.9%	1.3%	1.1%	17%	0.3%	2.6%	1.6%	0.6%	1.5%	-0.2%
SV40 large T antigen	12%	-7%	27%	15%	-2%	3%	1%	0%	41%	1%
West Nile antiviral	-0.4%	2.1%	-0.6%	-0.6%	-0.4%	-0.6%	0.8%	-0.2%	0.3%	0.0%
Insulin prom up	/	0	/	/	-1.2	-0.66	0.49	1.2	0.43	-0.59
Insulin prom up cell count	/	1169	/	/	1180	1283	1107	1463	1023	1509
TNAP activators	/	1.1	/	1.1	1.1	1	1.1	1.1	1.1	1.1
PMI inhibition	/	-12%	/	16%	-2%	-17%	-14%	2%	67%*	0%
PhoP inhibition	-6%	-4%	-1%	-1%	-3%	-10%	-1%	5%	22%	-11%
human PMI inhibition	/	-10%	/	11%	4%	-21%	-12%	-6%	40%	0%

(11) O=C(Cc1cccs1)NCCc1ccc(F)cc1
(12) C=CCn1c(SCC(=O)N2CCCCC2)nc(O)cc1=O
(13) COc1ccc(N2C(=O)c3cccc4cc(Br)cc(c34)C2=O)cc1
(14) CCCN(CCC)S(=O)(=O)c1ccc(C(=O)N2CCCc3ccccc32)cc1
(15) CC(=NCC1CCCO1)C1=C(O)CC(C)(C)CC1=O (stereo not given)
(16) Cc1ccc(N=Cc2sc(O)c3ccccc23)c(C)c1
(17) COc1ccc(NC(=O)CSc2ccccc2)cc1S(=O)(=O)N1CCOCC1
(18) COC(=O)COc1c(Cl)cc(C(c2c(C)[nH][nH]c2=O)c2c(C)[nH][nH]c2=O)cc1OC
(19) CCOC(=O)c1cc(S(=O)(=O)Nc2ccc(F)cc2F)cn1C
(20) COc1cc(OC)nc(S(C)(=O)=O)n1
Compound	11	12	13	14	15	16	17	18	19	20
ER stress rescue	/	-0.6%	-1.0%	1.0%	5.6%	-0.8%	/	/	/	-0.5%
RSV antiviral HEp-2	1.3%	2.5%	0.5%	11%	1.2%	1.2%	0.7%	0.3%	3.0%	2.4%
SV40 large T antigen	16%	16%	3%	13%	1%	-5%	15%	7%	6%	4%
West Nile antiviral	-0.8%	0.4%	0.8%	0.6%	0.3%	-0.5%	-0.2%	0.0%	0.0%	-0.7%
Insulin prom up	/	-0.81	0.41	-1.5	/	0.68	/	/	/	0.07
Insulin prom up cell count	/	931	1325	859	/	1909	/	/	/	1313
TNAP activators	/	1.2	1	1.1	1.1	1	/	/	/	1.1
PMI inhibition	/	-1%	12%	0%	9%	2%	/	/	/	-20%
PhoP inhibition	9%	-2%	1%	1%	-8%	27%	-2%	5%	-2%	5%
human PMI inhibition	/	1%	1%	5%	12%	4%	/	/	/	-25%

(21) CC(C)CCc1noc(CN(CC2CCC2)CC2CCCO2)n1 (stereo not given)
(22) C/C(=N\Nc1cc(C)nc(-c2ccccc2O)n1)c1ccccc1
(23) COc1ccc(-c2cc(C(=O)N(C)Cc3cccc(OC)c3OC)c3ccccc3n2)cc1OC
(24) C=CCc1cccc(OC)c1OCCOCCNCCO
(25) CCc1ccc(N(CC(=O)Nc2ccc(OC)cc2OC)S(C)(=O)=O)cc1
(26) Cc1nn(-c2ccccc2)c(C)c1/C=C1\C(=O)N(C)C(=S)N1C
(27) COc1ccc(C(C)=O)cc1CN1C(=O)NC2(CCCCC2)C1=O
(28) Cc1sc2nc(SCC(=O)NCc3ccco3)n(CCc3ccccc3)c(=O)c2c1C
(29) Cc1ccccc1NC(=O)c1c(-c2ccccc2)noc1C
(30) COCCc1nnc(NC(=O)C23CC4CC(CC(C4)C2)C3)s1
Compound	21	22	23	24	25	26	27	28	29	30
ER stress rescue	/	-0.5%	/	-1.2%	/	1.5%	3.8%	2.9%	3.8%	/
RSV antiviral HEp-2	0.8%	8.5%	0.7%	0.8%	0.6%	8.1%	-1.9%	0.8%	-1.0%	2.6%
SV40 large T antigen	14%	1%	25%	15%	26%	10%	4%	9%	0%	7%
West Nile antiviral	-0.1%	-1.0%	0.3%	-0.1%	-0.2%	-1.3%	-0.2%	2.2%	0.0%	0.7%
Insulin prom up	-0.6	-2.6	/	/	-0.17	1.1	-0.55	-0.46	-0.49	/
Insulin prom up cell count	1032	1444	/	/	1206	1454	924	1740	935	/
TNAP activators	/	1	/	1	0.8	0.9	1.1	1.1	1.1	/
PMI inhibition	/	10%	/	-11%	8%	-1%	0%	12%	-2%	/
PhoP inhibition	-4%	-6%	4%	20%	-2%	10%	14%	9%	-5%	-4%
human PMI inhibition	/	14%	/	-1%	-4%	-8%	4%	14%	12%	/

(31) CCCCC(=O)Nc1ccc(NC(=O)c2ccc(C)c([N+](=O)[O-])c2)cc1OC
(32) COC(=O)CC1SCCNC1=O (stereo not given)
(33) O=C(CCC1CCCN(C(=O)c2ccc(F)c(F)c2)C1)N1CCN(c2ccccn2)CC1 (stereo not given)
(34) Cc1ccc(C(=O)/C=C/Nc2ccc(S(=O)(=O)Nc3cc(C)nc(C)n3)cc2)cc1
(35) COc1cc(C(=O)Nc2nccs2)ccc1OCc1c(C)noc1C
(36) CCCn1c(SCC(N)=O)nnc1C(C)C
(37) COc1cc(/C=N/N=C2/NC(=O)C(c3ccccc3)S2)ccc1O (stereo not given)
(38) O=[N+]([O-])c1cccc(C(O)C23CN4CN(CN(C4)C2)C3)c1 (stereo not given)
(39) CCOc1ccc(C2C3=C(CCCC3=O)OC(N)=C2[N+](=O)[O-])cc1 (stereo not given)
(40) FC(F)(F)c1cccc(CON=C2CCN(c3ncc(C(F)(F)F)cc3Cl)CC2)c1
Compound	31	32	33	34	35	36	37	38	39	40
ER stress rescue	-0.4%	-0.7%	/	/	-1.6%	-0.4%	-3.1%	/	/	-4.0%
RSV antiviral HEp-2	2.7%	0.8%	1.5%	2.2%	7.7%	1.3%	0.2%	3.2%	0.9%	2.0%
SV40 large T antigen	6%	12%	7%	10%	4%	1%	31%	-5%	8%	21%
West Nile antiviral	-1.2%	-0.1%	-0.6%	0.5%	1.1%	0.8%	/	0.1%	0.3%	-0.5%
Insulin prom up	-0.36	-0.61	/	/	-0.75	0.13	0.03	0.36	0.28	-0.09
Insulin prom up cell count	1300	1165	/	/	1420	1191	1849	1202	1021	1702
TNAP activators	1.2	1.1	/	/	1.1	1.1	1	/	/	1
PMI inhibition	18%	-8%	/	/	1%	1%	8%	/	/	6%
PhoP inhibition	7%	4%	-1%	-3%	15%	0%	14%	-13%	-5%	9%
human PMI inhibition	-1%	-3%	/	/	-1%	-3%	7%	/	/	10%

(41) O=C1NC(=O)/C(=C/c2cccc(O)c2)N1
(42) O=C(CN(c1ccc(F)cc1)S(=O)(=O)c1ccccc1)NC1CCCCCC1
(43) CNC(=O)c1cn(-c2ccc(Cl)cc2)c(=O)c2ccccc12
(44) O=CN1CCN(C(=O)c2cccc([N+](=O)[O-])c2)CC1
(45) O=C(c1cc2ccccc2oc1=O)N1CCN(Cc2ccc3c(c2)OCO3)CC1
(46) Fc1cccc(F)c1-n1c(CN2CCOCC2)csc1=S
(47) CC1CCN(S(=O)(=O)c2ccc3c(c2)oc(=O)n3CC(=O)N2c3ccccc3CC2C)CC1 (stereo not given)
(48) CCOC(=O)c1c(CSc2ccccc2)oc2cc(Br)c(O)c(CN(C)C)c12
(49) COc1ccc(N2CCN(C(=O)CN3C(=O)c4ccccc4S3(=O)=O)CC2)cc1
(50) O=C(NC1CCN(Cc2ccccc2)CC1)c1ccccc1OCc1ccccc1Cl
(51) COc1cccc(OC)c1C(=O)Nc1ccc(C)cc1C(=O)c1ccccc1
(52) O=C(CCn1c(=S)oc2ccccc21)Nc1cccc(O)c1
(53) Cc1ccc(NC(=O)c2cc([N+](=O)[O-])ccc2NCc2cccnc2)cc1
Compound	41	42	43	44	45	46	47	48	49	50	51	52	53
ER stress rescue	/	/	-0.8%	/	0.1%	-16%	1.2%	/	-0.1%	/	0.3%	-5.6%	-1.8%
RSV antiviral HEp-2	4.0%	1.7%	0.9%	1.6%	-0.3%	-0.3%	4.6%	0.4%	0.4%	3.7%	6.5%	1.5%	19%
SV40 large T antigen	-15%	8%	6%	28%	5%	9%	-2%	13%	20%	17%	4%	5%	1%
West Nile antiviral	-0.1%	0.2%	-0.7%	1.2%	-0.7%	0.5%	/	-0.5%	-0.3%	-1.0%	-0.9%	-0.7%	-1.2%
Insulin prom up	1.1	/	-0.02	/	0.68	-0.03	0.37	-0.34	-0.27	/	0.35	-0.89	0.44
Insulin prom up cell count	1233	/	1379	/	1297	1348	1004	1231	1153	/	1624	1292	1481
TNAP activators	/	/	1.1	/	1	1.1	1.1	/	1.1	/	1.2	1.1	1.1
PMI inhibition	/	/	24%	/	12%	10%	-2%	/	0%	/	5%	1%	20%
PhoP inhibition	1%	-7%	-8%	-3%	-4%	-1%	-7%	-13%	3%	1%	-12%	-5%	-1%
human PMI inhibition	/	/	-3%	/	13%	5%	-4%	/	1%	/	14%	11%	15%
